# D1 ag: activates the human D1 dopamine receptor | HEK293 T-REx D1 cells, calcium flux, agonist mode | activation, % at 2 µM | 360,000 tested, 1% active | AID 504660; note: 0% is about no effect
#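 Inducible HEK293 T-REx D1 cells, force-coupled to calcium signalling, were plated at 4000 cells/well with tetracycline and held overnight at 30 C. After no-wash calcium dye loading, compound-evoked calcium rise over 180 s flagged agonists.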
# D2 antag: D2 dopamine receptor (human) antagonism; inhibition, % at 10 µM; P14416; HEK293 TREx D2 cells, calcium flux, dopamine EC80; 340,000 tested, 2% active; in the data active = inhibition above about 30%; note: 0% is about no effect
#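 Cells plated overnight at 30 C with tetracycline; no-wash calcium dye, 30–90 min RT; 10 s baseline; compound pinned; 180 s read; EC80 dopamine added; another 180 s read.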
# D1 PAM: potentiators of human D1 dopamine receptor | P21728 | HEK293 TREx D1 cells, calcium flux, dopamine EC20 potentiation | potentiation, % at 10 µM | 360,000 tested, 0.036% active; in the data active = potentiation above about 30%; note: 0% is about no effect
# TRHR ag: activates the human TRH receptor; 360,000 tested, 0.18% active; TRHR cells, calcium flux fluo-8, FDSS agonist mode; activation, % at 2 µM; P34981; note: 0% is about no effect
#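 TRHR-expressing cells, plated overnight in medium with 10% serum, were loaded with fluo-8 calcium dye at room temperature. After a 10 s baseline, library compound was pin-added and calcium release was recorded kinetically (ex 480/em 530) as agonist response.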
# D2 potentiator: positively modulates the human D2 dopamine receptor allosterically. P14416. HEK293 T-REx D2, calcium flux, EC20 dopamine potentiation. potentiation, % at 10 µM. 340,000 tested, 0.34% active. AID 485347;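 active = potentiation over 3 SD above the plate norm, cut at about 30% in these data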; note: 0% is about no effect
#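 Primary screen. Calcium kinetics in induced HEK293 T-REx D2 cells: compound pre-addition 180 s, EC20 dopamine, 180 s more.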
# TRHR enhancer: TRH receptor (human) allosteric enhancement; P34981; TRHR cells, fluo-8 calcium fluorescence, EC20 TRH enhancement; enhancement, % at 2 µM; 360,000 tested, 0.66% active; in the data active = enhancement above about 30%; note: 0% is about no effect
#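 Enhancer read-out: after compound pinning and an initial kinetic agonist-mode read, an EC20 of TRH (10 nM final) was injected and fluo-8 calcium signal (Ex 480/Em 530) followed at 1 s/cycle for 100 cycles in TRHR-expressing cells.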
# D1 antag: blocks dopamine activation of the human D1 receptor; P21728; HEK293 TREx D1 cells, calcium flux, dopamine EC80; stronger effect = lower value; activity change, negative = inhibition, % at 10 µM; 360,000 tested, 3.2% active; AID 504652; in the data active = activity change below about -30%; note: % is set by controls: 0 for no effect and ±100 for the full control effect
#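 Compound effects on dopamine-evoked calcium signalling were measured in tetracycline-induced HEK293 Trex D1 cells. Dopamine at EC80 followed a 180 s compound pre-read, and fluorescence was tracked kinetically for 180 s more.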
# D2 agonist: activates the human D2 dopamine receptor; P14416; HEK293 T-REx D2 cells, calcium flux agonist mode; activation, % at 2 µM; 340,000 tested, 0.53% active; AID 485358;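 active = activation over 3 SD above normal in the single-dose calcium agonist read, cut at about 30% in these data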; note: 0% is about no effect
#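 In this primary screen, compounds producing a positive calcium signal within 180 s of addition to tetracycline-induced, force-coupled HEK293 Trex D2 cells are flagged; cells are dye-loaded with a no-wash calcium kit beforehand.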
# RXFP1 antagonist: blocks the human relaxin receptor RXFP1; HEK293-RXFP1, relaxin-stimulated cAMP HTRF, 30 min; stronger effect = lower value; activity change, negative = inhibition, % at 57.5 µM; 350,000 tested, 0.59% active;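 active = activity change of -60% or lower, but not beyond a set lower limit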; note: % is set by controls: 0 for no effect and ±100 for the full control effect
# Target sequence (Q9HBX9 whole entry, looked up): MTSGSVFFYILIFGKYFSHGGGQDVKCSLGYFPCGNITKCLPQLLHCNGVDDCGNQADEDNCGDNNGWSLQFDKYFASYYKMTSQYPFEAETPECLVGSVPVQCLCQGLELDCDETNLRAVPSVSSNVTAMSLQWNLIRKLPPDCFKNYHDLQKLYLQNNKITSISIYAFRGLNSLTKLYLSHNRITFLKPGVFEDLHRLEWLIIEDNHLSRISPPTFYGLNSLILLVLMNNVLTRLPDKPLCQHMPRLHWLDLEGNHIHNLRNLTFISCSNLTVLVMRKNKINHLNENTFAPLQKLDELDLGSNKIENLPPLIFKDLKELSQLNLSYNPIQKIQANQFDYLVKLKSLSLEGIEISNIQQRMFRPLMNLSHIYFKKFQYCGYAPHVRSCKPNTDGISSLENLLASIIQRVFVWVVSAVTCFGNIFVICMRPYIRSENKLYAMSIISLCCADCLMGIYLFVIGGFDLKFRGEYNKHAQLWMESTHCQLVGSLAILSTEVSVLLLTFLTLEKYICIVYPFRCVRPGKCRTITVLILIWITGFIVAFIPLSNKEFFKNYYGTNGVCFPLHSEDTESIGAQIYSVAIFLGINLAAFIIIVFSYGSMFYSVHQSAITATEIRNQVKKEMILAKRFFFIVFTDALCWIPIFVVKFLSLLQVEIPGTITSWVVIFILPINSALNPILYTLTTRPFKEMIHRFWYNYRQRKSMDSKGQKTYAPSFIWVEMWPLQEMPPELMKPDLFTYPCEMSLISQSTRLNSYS
# Numbers without * were called inactive; · = not tested or not shown; & = joins results of further samples. Cut-off read from the data, not from the text of the source, unless noted: active = activation above about 30%; inactive = the rest.
SMILES,D1 ag,D2 antag,D1 PAM,TRHR ag,D2 potentiator,TRHR enhancer,D1 antag,D2 agonist,RXFP1 antagonist
CC(OC(=O)Cn1c(C(F)(F)F)nc2ccccc21)C(N)=O (configuration not stated),4,40*,6,0.8,-6,-14,-6,0.6,16
COc1ccc(C2CC(=O)c3cc(-c4nc(-c5cccc([N+](=O)[O-])c5)cs4)c(=O)n(-c4ccccc4)c3C2)cc1 (configuration not stated),-1,·,2,2.3,-2,14,-4,0.8,-11
C=CCOc1ccc2ccccc2c1/C=N/O,3,-24,-6,0.5,0,-8,0,-0.7,-22
COc1ccc(CCN2C(=NC(C)=O)SC3CS(=O)(=O)CC32)cc1OC (configuration not stated),1,1,-12,-0.1,12,1,-11,0.4,-12
Cc1ccc(S(=O)(=O)CC(O)COc2ccc(F)cc2Cl)c(C)c1 (configuration not stated),3,5,-1,0.5,-2,-2,-16,0.1,-10
O=C(C1CCC(=O)N(C2CC2)C1)N1CCC(Oc2cccc(C(F)(F)F)c2)CC1 (configuration not stated),3,-11,-1,0.3,-6,-7,-21,0.6,-2
O=C(O)c1cc(-c2ccccc2Cl)n(-c2ccccc2)n1,5,-5,-10,0.2,-2,10,-4,0.0,5
CC(C)(C(=O)Nc1nccs1)c1ccccc1,9,-6,-4,-1.0,9,0,12,1.7,2
O=C(c1ccc(Cn2cnnn2)cc1)N1CCCC(Nc2ccc(F)c(F)c2)C1 (configuration not stated),4,-19,1,0.2,0,3,-20,-0.4,13
Cc1ccccc1Cn1cnc2c(oc3ccccc32)c1=O,1&6,-14,-9&-2,-2.6&1.5,13&-3,-1&6,30&9,0.0&1.7,3&-9
Nc1cc(Cl)nnc1Cl,3,36*,-2,-0.8,8,10,-7,0.6,-8
Cc1cccc(-c2nc(CS(=O)CC(=O)NC3CCCCC3)c(C)o2)c1 (configuration not stated),0,5,-2,0.3,5,-2,1,-0.4,-1
Cc1ccc(C)c(OCCC(=O)Nc2cccc(S(=O)(=O)N3CCCCC3)c2)c1,3,·,-8,0.7,·,-1,3,·,5
C/C=C/Cn1c(SCc2ccc(Cl)cc2)nc2c1c(=O)[nH]c(=O)n2C,1,-5,-6,-2.2,-12,-5,2,-1.2,-3
C/C(=N/Nc1ccc(C(=O)O)cc1)c1ccc(O)c(O)c1O,3,-6,-7,0.6,0,0,-15,-0.3,6
CCN(CC)C(=O)c1[nH]cnc1C(=O)Nc1ccc(Cl)cc1,-5,4,-5,-0.3,-15,2,·,-0.1,·
COc1ccc(N/C=C(/C(C)=O)c2ccccc2)cc1,4,-3,-8,-1.4,18,15,-11,-1.4,·
O=C(c1ccco1)N1CCN(S(=O)(=O)c2ccccc2)CC1,4,19,-5,-0.1,5,8,7,1.6,-14
CCOc1ccccc1C(=O)NCC(c1cccs1)S(=O)(=O)c1ccc(F)c(C)c1 (configuration not stated),2,·,1,-0.2,-5,-1,2,-0.1,-6
CCNS(=O)(=O)c1ccc(NC(=O)c2ccc(Cn3cc(Br)cn3)o2)cc1,5,2,-3,0.0,5,-3,-14,1.0,7
COc1ccc(C(=O)NCc2nnnn2-c2ccc(C)c(C)c2)cc1,0,·,-2,-0.6,-3,68*,-2,0.6,-2
O=C(c1ccc(C(=O)N2CCN(c3ccccc3F)CC2)nc1)N1CCN(c2ccccc2F)CC1,0,18,-2,-0.2,-3,6,-2,6.9,-1
COCCN(C(=O)CCCC(=O)Nc1ccccn1)C(C(=O)NC1CCCCC1)c1ccc(C)cc1 (configuration not stated),2,-3,1,-0.6,-6,2,4,1.2,-8
CCN1CCN(C(CNS(=O)(=O)c2ccc(C)cc2)c2ccccc2)CC1 (configuration not stated),3,-11,4,0.9,12,12,-2,0.1,3
Cc1cccc(NC(=O)CNC(=O)c2ccc(-n3cncn3)c([N+](=O)[O-])c2)c1C,1,-2,-3,0.1,1,-1,-8,0.5,-22
COc1ccc(S(=O)(=O)N/N=c2\oc3c(OC)cccc3cc2S(=O)(=O)c2ccc(C)cc2)cc1OC,0,-2,-10,-0.8,11,1,7,0.3,-7
COC(=O)c1sc2ccccc2c1-n1cccc1C(=O)C(=O)Nc1ccccc1,2,-6,-1,1.1,-18,3,-8,0.2,-22
Cc1ccnc(NC(=O)CCC(=O)N(CC(=O)NCCc2ccccc2)Cc2cccs2)c1,0,5,-1,-1.5,-6,-3,1,-1.6,-3
COc1cc(OC)cc(C(=O)N[C@H](C(=O)Nc2cc(C)cc(C)c2)C(C)C)c1,2,23,-3,-0.8,-12,-1,-2,-1.2,-11
COCCCNC(=S)N1CCN(c2ccccc2)CC1,2,-1,-3,0.5,1,0,-7,0.1,5
CCOC(=O)N1CCN(C(=O)C(c2ccccc2)c2ccccc2)CC1,0,1,0,-0.6,1,0,7,0.5,·
CC(C)(C)NC(=O)NC(=O)CN1c2cccc3cccc(c23)S1(=O)=O,1,11,0,0.5,-2,3,2,0.0,-7
O=C(c1ccc2nc(Cc3cccc(Cl)c3)oc2c1)N1CCC(CO)CC1,6,4,-5,0.0,-1,0,11,0.2,4
CCn1c(CNS(=O)(=O)c2ccc(Br)cc2)n[nH]c1=S,2,-3,3,1.7,7,1,-15,0.2,-10
Cc1nc2ccc(NC(=O)N3CCOCC3)cc2nc1C,3,7,4,0.3,3,-5,-15,0.4,5
COc1ccc(S(=O)(=O)N(CCC(=O)O)Cc2ccccc2)cc1,4,·,-1,-0.1,-5,0,9,·,-3
Cc1ccc(NC2=NCC(=O)N2Cc2ccccc2)c(C)c1,-3,24,-2,-0.6,2,-2,8,1.7,-13
CC(=O)Nc1ccc(S(=O)(=O)NCc2ccncc2)cc1,1,-7,3,0.8,25,3,11,0.3,1
COC(=O)CN1CCN(C(c2ccccc2)c2ccccc2)CC1,2,5,-4,0.1,5,-1,-3,0.7,-9
CSc1ccc(/C=C/C(=O)OCC(=O)N2CCN(S(=O)(=O)c3ccc(C)cc3C)CC2)cc1,12,41*,-3,0.9,-2,-4,-33*,0.3,-6
CCOc1cc(NC(=O)C2CCCO2)c(OCC)cc1NC(=O)C1CC1 (configuration not stated),6,-33,1,0.1,4,-3,8,-2.5,-4
O=C(Cc1ccc(NC(=O)N2CCCCc3ccccc32)cc1)NCc1cccc(Br)c1,1,·,-6,0.1,-7,1,-12,-1.2,·
CC(C)CCOc1ncnc2c1sc1nc3c(cc12)CSC(C)(C)C3,1,-1,-3,0.0,-8,0,2,2.0,-30
CC(C)(C)OC(=O)N1CCC(c2c(C(=O)NCc3ccco3)cnn2-c2ccccc2Cl)CC1,0,·,-2,0.2,2,-3,11,0.7,-24
Cc1ccccc1NC(=O)C(=O)NCCCN1CCOCC1,2,17,0,0.6,·,-6,-2,0.2,10
COc1ccccc1C1(O)CC2CCC(C1)N2S(=O)(=O)c1ccc(C(C)=O)cc1 (configuration not stated),1,2,-6,-1.2,-9,3,-3,-0.8,16
C=CCNC(=O)Cn1c(=O)c2c(ncn2CCC(C)C)n(Cc2ccccc2)c1=O,1,1,-9,-0.5,·,2,-5,6.2,-3
CN1c2ccccc2C2(C)CCCC3=Cc4cc([N+](=O)[O-])cc([N+](=O)[O-])c4OC312 (configuration not stated),2,-2,-1,0.7,-8,-7,-3,0.1,0
Cn1nnc2c[n+](CC(=O)c3ccc4ccccc4c3)cc(Br)c21,3,9,-1,0.5,9,28,-6,1.6,-4
O=C(O)CN1C(=O)C2C3C=CC(C3)C2C1=O (configuration not stated),2,-11,0,-0.4,13,-4,-29,-0.7,·
Cn1cccc1Cc1nnc(SCC(=O)Nc2cccc(F)c2)n1-c1ccc(F)cc1,0,-7,0,0.4,-1,-3,6,-1.2,-1
O=C(CN1CCSc2ccccc21)NCCCc1ccccc1,4,-9,0,-0.3,-4,-2,-3,0.3,-4
Cn1c(-c2ccc(F)cc2)cnc1NCc1cc2c(cc1[N+](=O)[O-])OCO2,24,2,-5,-0.3,1,-2,-77*,-2.5,3
COc1ccc(NC(=O)c2ccccc2F)cc1Cl,1,-21,-9,-0.4,-6,-5,-6,-0.7,8
C=C1CC2C=C(NC(C)=O)CC(C1)C2 (configuration not stated),4,13,3,0.1,-18,5,19,0.5,0
O=C(/C=C/c1ccccc1[N+](=O)[O-])N1CCOCC1,2,-4,-6,1.9,10,5,2,0.0,0
Cc1sc(NC(=O)CCCC(=O)O)c(C#N)c1C,3,12,-7,0.4,8,2,2,1.3,1
CN1CCc2c(sc3c2C(=O)NC(c2ccc(OC(=O)c4ccccc4)cc2)N3)C1 (configuration not stated),114*,·,-2,22,-22,-4,-10,·,-10
CCC(C)[C@H](NC(=O)[C@@H]1Cc2c([nH]c3ccccc23)C2c3ccccc3C(=O)N21)C(=O)N1CCC[C@@H]1C(=O)O (some centres not stated),4,-18,1,0.3,29,-12,16,0.1,·
O=C1c2ccccc2C(=O)N1CCn1nc(Cl)nc1Cl,2,-14,-6,0.0,10,0,9,0.4,2
# Other structures
SMILES,D1 ag,D2 antag,D1 PAM,TRHR ag,D2 potentiator,TRHR enhancer,D1 antag,D2 agonist,RXFP1 antagonist
COc1cc(C)c(Cl)cc1S(=O)(=O)n1cnc(C)c1,0,8,-1,-0.9,5,-20,4,-0.9,5
Nc1cccc(S(=O)(=O)Nc2ccccc2)c1,1,-4,-3,0.0,-2,-6,5,-0.6,9
COc1cc(C(=O)N(c2ccc(C)c(C)c2)C2C=CS(=O)(=O)C2)cc(OC)c1OC (configuration not stated),1,8,-2,-0.1,1,-1,-12,0.2,-14
Cn1c(SCC(=O)N2CCOCC2)nc(O)cc1=O,3,2,2,0.4,-8,12,3,-1.0,-2

# Structural class, the compounds so far containing bromine.
SMILES,D1 ag,D2 antag,D1 PAM,TRHR ag,D2 potentiator,TRHR enhancer,D1 antag,D2 agonist,RXFP1 antagonist
CCNS(=O)(=O)c1ccc(NC(=O)c2ccc(Cn3cc(Br)cn3)o2)cc1,5,2,-3,0.0,5,-3,-14,1.0,7
CCn1c(CNS(=O)(=O)c2ccc(Br)cc2)n[nH]c1=S,2,-3,3,1.7,7,1,-15,0.2,-10
O=C(Cc1ccc(NC(=O)N2CCCCc3ccccc32)cc1)NCc1cccc(Br)c1,1,·,-6,0.1,-7,1,-12,-1.2,·
Cn1nnc2c[n+](CC(=O)c3ccc4ccccc4c3)cc(Br)c21,3,9,-1,0.5,9,28,-6,1.6,-4

# Four compounds drawn at random from the list so far:
SMILES,D1 ag,D2 antag,D1 PAM,TRHR ag,D2 potentiator,TRHR enhancer,D1 antag,D2 agonist,RXFP1 antagonist
CC(OC(=O)Cn1c(C(F)(F)F)nc2ccccc21)C(N)=O (configuration not stated),4,40*,6,0.8,-6,-14,-6,0.6,16
CSc1ccc(/C=C/C(=O)OCC(=O)N2CCN(S(=O)(=O)c3ccc(C)cc3C)CC2)cc1,12,41*,-3,0.9,-2,-4,-33*,0.3,-6
Nc1cccc(S(=O)(=O)Nc2ccccc2)c1,1,-4,-3,0.0,-2,-6,5,-0.6,9
CN1CCc2c(sc3c2C(=O)NC(c2ccc(OC(=O)c4ccccc4)cc2)N3)C1 (configuration not stated),114*,·,-2,22,-22,-4,-10,·,-10

# Source: PubChem (National Center for Advancing Translational Sciences (NCATS))
